Assay outcomes as filed in PubChem BioAssay.
bCat nuc transl: alters nuclear translocation of beta-catenin in HeLa cells; nuclear translocation activity, % at 5 µM; immunofluorescence imaging; 190,000 compounds, 0.3% hits;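 active = nuclear translocation activity above 50% at 5 µM, with a well cell count of 50 or more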;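 also: per-cell ratio of nuclear to cytoplasmic median beta-catenin stain intensity; plate controls were DMSO negative control for no effect and GSK-3 inhibitor IX positive control for full effect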
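Technique: fluorescence imaging of beta-catenin antibody stain plus DAPI / Material: human HeLa cell line / Incubation: compound treatment 24 h, 37°C, 5% CO2 / Read-out basis: % activation of per-cell nuclear versus cytoplasmic median beta-catenin signal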
human PMI inhibition: MPI enzyme activity inhibition – biochemical, fluorescence intensity, coupled assay, primary screen (AID 1209). inhibition, % at 20 µM, or IC50 in µM where a hit was titrated. purified PMI enzyme, coupled fluorescence intensity; higher % means a stronger effect. 190,000 compounds, 0.42% hits; in the data active = inhibition above about 50%;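 also: plate controls were DMSO vehicle for no effect and wells lacking substrate for full effect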
Hep lipid drop: hepatic lipid droplet formation modulation. AML12 mouse hepatocytes, oleate lipid droplets, BODIPY imaging. inhibition, % at 6.5 µM. 240,000 compounds, 0.4% hits. AID 1656;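 active = lipid droplet intensity inhibited by at least 50%, with more than 500 cells counted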
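Test system: AML12 hepatocytes (mouse); reagent: oleate loading, 100 µM; dosing: one dose, 6.5 µM compound; incubation: overnight exposure; signal: fluorescence imaging, 20x objective, two fields per well; read-out basis: % inhibition of corrected integrated BODIPY droplet signal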
Myeloid diff 2: compounds promoting myeloid differentiation. ER-HoxA9 myeloid progenitors, lysozyme-GFP differentiation, flow cytometry. calls only at 10 µM. 360,000 compounds, 1% hits;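 active = normalized GFP-positive differentiation at or above the plate's own cutoff, the solvent-only control mean plus 3 SD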;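 also: cells exposed to compound for four days before flow analysis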
T cell HTS: T cell immune modulators affecting CD8 T cell-vesicle binding. 2C CD8+ T cell-vesicle binding, flow cytometry; stronger effect = lower value. calls only at 7 µM. 330,000 compounds, 0.068% hits. AID 2052;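 active = response, share of CD8 T cells binding vesicles, and their 90th percentile fluorescence all below set limits, cut at about 80% in these data, passing the limit was not always enough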
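Assay system – 2C mouse CD8+ T cells · Also added – QL9-loaded Drosophila micro-vesicles · Timing – Cell–vesicle co-incubation 1.5 h at 37 °C, staining 20 min on ice · Signal – flow cytometry of vesicle-bound cells · Measure – percent CD8+ FL2 mean versus row control · Controls – Peptide-free naked vesicles (low) and QL9 vesicles with 0.7% DMSO vehicle (high)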
MT stabilize HCS: stabilizes microtubules in HeLa cells | % tubulin-high responders, % at 10 µM | AID 2205 | HeLa tubulin immunostaining HCS, 24 h; share of cells brighter than vehicle mean+2SD | 200,000 compounds, 0.83% hits;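 active = plate Z-score above 3 for both tubulin-high and condensed-nucleus cell shares, with cell loss under 80%, at 10 µM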;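 also: anti alpha tubulin signal scored within the nucleus-defined area of each cell; some results filed as inactive read as strong as hits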
Ins promoter up: MIN6 insulin promoter up-regulation | MIN6 insulin promoter-GFP reporter, high-content imaging; stronger effect = higher value | z-score at 5 µM | 190,000 compounds, 0.3% hits | AID 1625;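 active = z-score above 3 at 5 µM with at least 500 cells counted in the well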
Dynein cargo inh: blocks dynein driven cargo transport along microtubules | 220,000 compounds, 0.47% hits | z-score, hits read low | 3617.4 mouse cells, GR-EGFP nuclear translocation imaging; test concentration mostly 20 µM; stimulated with dexamethasone, 1 µM; stronger effect = lower value;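 active = plate z-score of nuclear minus cytoplasmic receptor signal below a set negative limit, without overly bright fluorescence or cell loss, cut at about -3.5 in these data, passing the limit was not always enough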;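 also: z-score of nuclear minus cytoplasmic ring GR-EGFP intensity difference per well; some compounds called inactive have numbers as strong as hits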
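Buffer or medium: tet-free, stripped-serum medium; Also added: dexamethasone, 1.0 µM final; Technique: high-content fluorescence imaging after fixation; Times: 48 h induction, 1 h compound, 30 min dex at 37 °C; Read-out: per-cell GR-EGFP intensity, nucleus versus surrounding cytoplasmic ring, well-averaged.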
TNAP activation fold: stimulation of alkaline phosphatase TNAP activity – biochemical, luminescent, no phosphate acceptor, uHTS, primary screen (AID 1001); 200,000 compounds, 0.03% hits; one-dose activation fold at 20 µM; EC50 in µM for titrated hits; purified TNAP, luminescent activation assay, no phosphate acceptor; higher activation fold means a stronger effect; in the data active = activation fold from about 3, or a potency from the dose series; inactive = the rest, 99 in 100 with activation fold below about 1.6; also: many of its hits are not listed in these tables
Dynein cargo inh cytoplasmic EGFP: second read-out of Dynein cargo inh, no call of its own (marks repeat the call); z-score; measured here: cytoplasmic GR-EGFP intensity; stronger effect = higher value
Dynein cargo inh nuclear GR-EGFP: also measured in Dynein cargo inh; calls as there; z-score; measured here: nuclear GR-EGFP intensity;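 lower value marks the stronger effect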
Dynein cargo inh cell count: further read-out of Dynein cargo inh, marked with its call; z-score; measured here: cell count per field
Ins promoter up cell count: further read-out of Ins promoter up, marked with its call; cell count; measured here: cytotoxicity, nuclei count;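 total cells summed across four imaged fields per well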
Hep lipid drop cells 6.5 µM: further read-out of Hep lipid drop, marked with its call; cell count; measured here: cell count, cytotoxicity flag;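 cells counted across two imaged fields per well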
bCat nuc transl cell count 5 µM: second read-out of bCat nuc transl, no call of its own (marks repeat the call); cell count; measured here: cell count, cytotoxicity flag
T cell HTS vesicle-bound %: second read-out of T cell HTS, no call of its own (marks repeat the call); double positive events, %; measured here: CD8+ vesicle-bound cell fraction;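 binding gate set so that unloaded-vesicle control wells show 10% double positive cells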
MT stabilize HCS Hoechst-high %: second read-out of MT stabilize HCS, no call of its own (marks repeat the call); % Hoechst-high responders; measured here: nuclear condensation Hoechst responders;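 share of cells brighter than vehicle mean plus two SD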
MT stabilize HCS cytotoxicity %: recorded beside MT stabilize HCS, whose call it bears; toxicity, %; measured here: cytotoxicity by cell density;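 0% = mean cell density of plate MIN control wells and 100% = no cells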
Myeloid diff 2 GFP+ MAC1+ %: further read-out of Myeloid diff 2, marked with its call; GFP+ MAC1+ double positive, %; measured here: differentiation confirmed by MAC1 staining
Active calls of the source: *; i = inactive; nt = no result given.

SMILES | bCat nuc transl cell count 5 µM | MT stabilize HCS | Ins promoter up | Myeloid diff 2 | Dynein cargo inh nuclear GR-EGFP | Dynein cargo inh cell count | human PMI inhibition | MT stabilize HCS cytotoxicity % | Ins promoter up cell count | bCat nuc transl | Myeloid diff 2 GFP+ MAC1+ % | Hep lipid drop cells 6.5 µM | Dynein cargo inh | Hep lipid drop | T cell HTS | T cell HTS vesicle-bound % | Dynein cargo inh cytoplasmic EGFP | TNAP activation fold | MT stabilize HCS Hoechst-high %
CNC(=O)C12CCC(C)(c3nc4cc(C)c(C)cc4nc31)C2(C)C (stereo not drawn) | nt | 1.5 | -0.66 | i | 0.322 | 1.27 | 4.2% | 4.5 | 870 | nt | 0.9 | 755 | 0.291 | 4.0 | i | 26.0 | -0.218 | 1.1 | 1.0
CCc1ccc(NC(=O)CN(N=Nc2nonc2C)c2nonc2C)cc1 | 978 | 3.2 | -1.12 | i | -0.306 | 0.639 | 18.4% | 7.5 | 1398 | -1.6 | 1.5 | 654 | -0.766 | -14.7 | i | 59.8 | -0.287 | 1 | 3.1
C/C=C(/C)C(=O)Nc1cccc(C2=NOC3(C2)C[C@@H](C(N)=O)N(C(=O)CC)C3)c1 (stereo partly drawn) | 1182 | nt | 0.16 | i | -0.132 | 0.0672 | nt | nt | 970 | -1.2 | 1.3 | 701 | -0.202 | 36.4 | i | 19.9 | -0.763 | nt | nt
COc1ccc2nc(C)cc(SCC(=O)N/N=C/c3ccccc3)c2c1 | 961 | 2.4 | 0.17 | i | 0.467 | -0.712 | 11.9% | 14.6 | 1299 | -0.2 | 0.8 | 621 | 0.297 | 21.6 | i | 46.5 | -0.166 | 1.3 | 3.8
O=C(NNC(=O)c1cccc(-n2cnnn2)c1)c1ccccc1 | 1136 | 2.9 | 0.2 | i | 0.587 | -0.192 | -7.0% | 13.7 | 1263 | 0.0 | 0.4 | 743 | 0.845 | 4.1 | i | 44.4 | -0.267 | 1.2 | 2.1
O=S(=O)(c1ccccc1C(F)(F)F)N1CCOCC1 | 819 | 5.7 | 0.48 | i | 1.16 | -1.22 | 6.4% | 0.6 | 1515 | -2.0 | 0.6 | nt | 0.886 | nt | i | 18.9 | -0.199 | 1.1 | 2.6
Cc1cc(C)c2c(N=NN3CCOCC3)[nH]nc2n1 | 988 | 4.2 | -0.44 | i | -0.781 | 1.51 | -48.9% | 5.5 | 1236 | 0.6 | 0.7 | 704 | -0.996 | 4.6 | i | 26.8 | -0.2 | 1 | 3.1
C=CCc1cccc2cc(C(=O)NC)c(=O)oc12 | 837 | 3.4 | 0.93 | i | -0.577 | 0.456 | 7.6% | 3.9 | 1313 | 3.1 | 0.9 | 760 | -0.748 | -3.2 | i | 28.8 | -0.261 | 1 | 3.1
O=C(Cc1cc(=O)[nH][nH]1)N/N=C/c1cccc2ccccc12 | 1092 | 2.6 | 0.79 | i | 0.213 | -0.811 | 7.0% | 11.9 | 1141 | -1.5 | 0.1 | 671 | 0.504 | 25.3 | i | 45.6 | 0.412 | 1.2 | 3.5
CCc1ccc(N2CC(C(=O)N/N=C/c3cc([N+](=O)[O-])ccc3O)CC2=O)cc1 (stereo not drawn) | 1526 | 3.8 | -0.01 | i | 0.0183 | 0.537 | 18.5% | 2.8 | 1313 | -0.1 | 0.1 | 694 | -0.334 | 22.3 | i | 63.6 | -0.291 | 1.1 | 2.2
COc1ccc(C(NC(=O)CNC(C)=O)C(=O)Nc2ccc(C(C)C)cc2)cc1 (stereo not drawn) | 1125 | 3.8 | 0.09 | i | 1.61 | -0.261 | -0.8% | 5.9 | 1831 | 2.0 | 1.0 | 734 | 1.64 | 20.9 | i | 7.1 | -0.219 | 1 | 1.1
Cc1ccc(-c2csc3ncnc(Oc4ccc5c(C)cc(=O)oc5c4)c23)cc1 | 980 | 6.4 | -0.06 | i | -0.166 | 0.35 | -1.7% | 4.9 | 1153 | 0.0 | 0.6 | 689 | -0.732 | -0.5 | i | 41.3 | -0.175 | 1.1 | 5.7
O=C(Nc1ccc(Cl)cc1)N(Cc1nc2ccccc2c(=O)[nH]1)Cc1cccs1 | 1125 | 1.7 | -0.98 | i | 0.662 | -0.478 | 13.5% | 7.8 | 1504 | 0.4 | 0.4 | 621 | 0.427 | -13.2 | i | 50.9 | -0.234 | 1.1 | 2.9
CCOC(=O)c1sc2nc(C)cc(-c3ccccc3)c2c1N | 1065 | 3.3 | nt | i | 0.122 | -0.818 | 8.1% | 8.0 | nt | -1.1 | 0.6 | 504 | 0.244 | -29.6 | i | 21.6 | -0.133 | 1.3 | 2.9
C#CCOCCOCCOCCNc1nc(N2CCN(C(=O)[C@H](C(C)C)n3cc(CCO)nn3)CC2)nc(N2CCN(C(=O)[C@H](CCCCN)n3cc(CCCC)nn3)CC2)n1 | nt | 2.5 | 0.79 | i | 0.276 | 0.805 | -32.0% | 7.1 | 1296 | nt | 1.7 | 740 | -0.463 | 3.0 | i | 41.2 | -0.268 | 1.1 | 2.9
c1ccc(CN2CCN(CCOCCOc3cccc4ccccc34)CC2)cc1 | 1457 | 5.4 | -1.25 | i | -0.369 | 1.33 | 5.5% | 8.3 | 1368 | -0.6 | 0.5 | 725 | -0.558 | -32.7 | i | 15.9 | -0.197 | 1.1 | 0.9
Cc1csc2ncc(C(=O)NC(C)c3ccccc3)c(=O)n12 (stereo not drawn) | 1241 | 7.2 | 0.75 | i | 1.17 | -1.04 | 18.1% | 6.9 | 1383 | -3.1 | 2.0 | 546 | 1.23 | -17.8 | i | 16.0 | 0.0686 | 1.1 | 2.4
Cc1ccc(O)c(NC(=O)COc2cc(C)ccc2C)c1 | 1316 | 1.1 | 0.71 | i | -0.26 | 0.915 | -0.9% | 4.8 | 854 | -0.9 | 0.9 | 746 | -0.416 | 0.0 | i | 17.8 | -0.14 | 1 | 1.0
CCOc1ccc(N2C(=O)CC(Sc3nccc(C)n3)C2=O)cc1 (stereo not drawn) | 1093 | 2.6 | -0.93 | i | 1.06 | -1.99 | 5.6% | 3.0 | 1212 | -0.5 | 0.9 | 636 | 0.475 | 3.8 | i | 15.9 | -0.149 | 1.1 | 1.9
C=CCN(CC=C)C(=S)NC(=O)/C=C/c1ccc(OC)cc1 | 528 | 4.9 | 0.19 | i | -0.204 | 0.136 | -1.1% | 4.9 | 1180 | -1.5 | 0.4 | 757 | -0.535 | -15.2 | i | 34.4 | -0.256 | 1 | 2.4
O=[N+]([O-])c1ccc(COc2ccc(-c3[nH]ncc3-c3ccccc3)c(O)c2)cc1 | 1007 | 5.3 | -0.64 | i | -0.164 | 1.33 | -0.1% | 2.7 | 1453 | 7.4 | 0.2 | 731 | -0.693 | -5.5 | i | 36.2 | -0.285 | 1.2 | 3.1
Cc1nn(-c2ccccc2)c2[nH]c(=O)c(CNc3ccc(N4CCOCC4)cc3)cc12 | 877 | 52.3* | nt | i | 0.149 | -1.14 | 26.3% | 24.8* | nt | 0.6 | 0.0 | nt | -0.306 | nt | i | 35.4 | -0.244 | 1.1 | 38.0*
CCN1CCN(CCC(=O)Nc2ccccc2OC)CC1 | 994 | 6.4 | -0.2 | i | 0.165 | 0.289 | -9.4% | 4.0 | 1581 | -0.1 | 1.5 | nt | -0.342 | nt | i | 37.0 | -0.179 | 1.2 | 2.1
O=C(C1CC1)N1CCc2cc(Br)cc(S(=O)(=O)NCCCN3CCCC3)c21 | 1031 | 3.7 | 0.55 | i | -0.106 | 1.01 | 8.5% | 7.2 | 1890 | -0.3 | 1.1 | 624 | -1.08 | -21.0 | i | 46.7 | -0.234 | 1.1 | 2.3
Cc1cccc(OCCn2c(NC(=O)c3ccco3)nc3ccccc32)c1 | nt | 3.8 | -1.06 | i | -0.253 | 1.18 | 9.3% | 8.4 | 1163 | nt | 0.0 | 782 | -0.902 | -35.6 | i | 64.9 | -0.243 | 1.1 | 1.6
Cn1c(=O)c2c(nc(NCc3ccc4c(c3)OCO4)n2Cc2ccccc2Cl)n(C)c1=O | nt | 3.0 | 0.1 | i | -0.103 | 0.14 | 14.9% | 6.3 | 1268 | nt | 1.2 | 670 | -0.171 | -3.9 | i | 6.8 | -0.0266 | 1.1 | 2.9
CCN(C(=O)CN1CCOCC1)c1c(N)n(Cc2ccccc2)c(=O)[nH]c1=O | 1064 | 5.7 | -0.99 | i | 0.301 | -0.563 | -5.5% | 6.4 | 1200 | -0.2 | 0.9 | 636 | 0.253 | -5.6 | i | 59.3 | -0.212 | 1.1 | 2.3
COc1ccc(OCC(=O)N/N=C2\CCc3ccccc32)cc1 | nt | 2.1 | 0.18 | i | 0.555 | 0.923 | -0.7% | 10.2 | 906 | nt | 2.2 | 814 | 0.34 | 0.8 | i | 44.7 | -0.186 | 1.1 | 0.9
COC(=O)N/N=C\c1ccc(OC(=O)c2ccco2)cc1 | 535 | 3.2 | nt | i | -0.0319 | 0.175 | 12.8% | 11.4 | nt | -0.2 | 0.1 | 769 | -0.311 | 12.2 | i | 56.2 | -0.23 | 1.1 | 2.6
